D1 PAM: enhances dopamine response at the human D1 receptor | P21728 | HEK293 TREx D1 cells, calcium flux, dopamine EC20 potentiation | potentiation, % at 10 µM | 360,000 tested, 0.036% active | AID 504651; in the data active = potentiation above about 30%; also: 0% is about no effect
D2 antagonist: antagonizes the human D2 dopamine receptor; P14416; HEK293 TREx D2 cells, calcium flux, dopamine EC80; inhibition, % at 10 µM; 340,000 tested, 2% active; AID 485344; in the data active = inhibition above about 30%; also: 0% is about no effect
Target sequence (P14416 whole entry, looked up): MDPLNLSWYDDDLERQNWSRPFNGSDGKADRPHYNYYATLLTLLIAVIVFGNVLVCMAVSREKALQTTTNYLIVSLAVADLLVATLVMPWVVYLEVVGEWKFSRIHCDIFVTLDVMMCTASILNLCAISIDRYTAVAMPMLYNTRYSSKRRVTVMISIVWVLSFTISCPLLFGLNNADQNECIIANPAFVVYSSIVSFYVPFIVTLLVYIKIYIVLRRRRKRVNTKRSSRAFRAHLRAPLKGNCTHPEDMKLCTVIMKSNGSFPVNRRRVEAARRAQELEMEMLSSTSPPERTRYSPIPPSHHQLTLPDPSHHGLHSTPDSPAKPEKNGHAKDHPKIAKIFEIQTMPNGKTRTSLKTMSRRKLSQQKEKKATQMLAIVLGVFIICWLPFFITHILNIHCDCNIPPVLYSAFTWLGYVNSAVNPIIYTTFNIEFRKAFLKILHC
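In this primary screen, negative modulation is detected by tracking calcium flux after an EC80 dopamine challenge in inducible HEK293 T-REx D2 cells preexposed to test compound for 180 s.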
TRHR PAM: allosterically enhances the human TRH receptor | TRHR cells, fluo-8 calcium fluorescence, EC20 TRH enhancement | enhancement, % at 2 µM | P34981 | 360,000 tested, 0.66% active | AID 493056; in the data active = enhancement above about 30%; also: 0% is about no effect
Target sequence (P34981 whole entry, looked up): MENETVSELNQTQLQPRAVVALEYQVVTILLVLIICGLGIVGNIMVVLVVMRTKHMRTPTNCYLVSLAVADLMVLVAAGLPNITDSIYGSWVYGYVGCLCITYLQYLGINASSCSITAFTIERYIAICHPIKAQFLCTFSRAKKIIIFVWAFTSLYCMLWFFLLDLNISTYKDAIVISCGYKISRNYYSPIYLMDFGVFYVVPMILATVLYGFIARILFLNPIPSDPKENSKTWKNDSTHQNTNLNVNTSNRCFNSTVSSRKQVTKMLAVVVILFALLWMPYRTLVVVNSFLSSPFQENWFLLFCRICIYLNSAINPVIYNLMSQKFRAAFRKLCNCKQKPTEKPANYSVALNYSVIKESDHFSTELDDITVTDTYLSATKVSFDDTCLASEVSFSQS
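Enhancer read-out: after compound pinning and an initial kinetic agonist-mode read, an EC20 of TRH (10 nM final) was injected and fluo-8 calcium signal (Ex 480/Em 530) followed at 1 s/cycle for 100 cycles in TRHR-expressing cells.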
D1 ag: human D1 receptor agonism; 360,000 tested, 1% active; activation, % at 2 µM; AID 504660; P21728; HEK293 T-REx D1 cells, calcium flux, agonist mode; also: 0% is about no effect
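Inducible HEK293 T-REx D1 cells, force-coupled to calcium signalling, were plated at 4000 cells/well with tetracycline and held overnight at 30 C. After no-wash calcium dye loading, compound-evoked calcium rise over 180 s flagged agonists.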
RXFP1 antagonist: RXFP1 (human) relaxin receptor antagonism; Q9HBX9; HEK293-RXFP1, relaxin-stimulated cAMP HTRF, 30 min; active compounds read low; activity change, negative = inhibition, % at 57.5 µM; 350,000 tested, 0.59% active;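 active = activity change of -60% or lower, but not beyond a set lower limit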; also: % is scaled to controls: 0 for no effect and ±100 for the full control effect
D2 potentiator: positively modulates the human D2 dopamine receptor allosterically; P14416; potentiation, % at 10 µM; 340,000 tested, 0.34% active; AID 485347; HEK293 T-REx D2, calcium flux, EC20 dopamine potentiation;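 active = potentiation over 3 SD above the plate norm, cut at about 30% in these data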; also: 0% is about no effect
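Tetracycline-induced HEK293 T-REx cells force-coupled to calcium signalling expressed D2; compounds were pin-added after a 10 s baseline, read kinetically 180 s, then an EC20 dopamine challenge followed with a further 180 s calcium read.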
TRHR agonist: agonists of human TRH receptor; P34981; TRHR cells, calcium flux fluo-8, FDSS agonist mode; activation, % at 2 µM; 360,000 tested, 0.18% active; also: 0% is about no effect
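In this calcium-flux screen, cells bearing human TRHR are dye-loaded with fluo-8, baselined for 10 cycles, then exposed to library compounds; positive kinetic calcium responses during the agonist phase mark hits, with TRH as control.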
D2 agonist: D2 dopamine receptor (human) agonism; P14416; HEK293 T-REx D2 cells, calcium flux agonist mode; activation, % at 2 µM; 340,000 tested, 0.53% active; AID 485358;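 active = activation over 3 SD above normal in the single-dose calcium agonist read, cut at about 30% in these data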; also: 0% is about no effect
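Tetracycline-induced HEK293 T-REx cells with force-coupled D2 receptor, plated overnight at 30 C, loaded with no-wash calcium dye. After a 10 s baseline, compound was pin-added and calcium flux read kinetically for 180 s; calcium rises flagged agonists.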
D1 antagonist: antagonists of human D1 dopamine receptor. P21728. HEK293 TREx D1 cells, calcium flux, dopamine EC80; active compounds read low. activity change, negative = inhibition, % at 10 µM. 360,000 tested, 3.2% active; in the data active = activity change below about -30%; also: % is scaled to controls: 0 for no effect and ±100 for the full control effect
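Inducible Hek293 Trex D1 cells (tetracycline, overnight, 30 C). Calcium dye 30–90 min RT. Antagonist mode: EC80 dopamine added after 180 s compound read.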
* hit, by the source's call; x = not tested or not shown; & = joins results of further samples. Rule as the data show it, unless noted: active = activation above about 30%; inactive = the rest. Not a hit list, and some 7.3% of all compounds hit somewhere here.

SMILES | D1 PAM | D2 antagonist | TRHR PAM | D1 ag | RXFP1 antagonist | D2 potentiator | TRHR agonist | D2 agonist | D1 antagonist
Cc1ccc(OCCNS(=O)(=O)c2cccs2)cc1 | -0.7 | 5.9 | 15.8 | -0.3 | 12.3 | 16.5 | 0.1 | 0.1 | 10.0
CCNC(=O)OCC(CC)NC(=O)OCC(C)C (configuration not stated) | 1.8 | 2.3 | 8.2 | -2.2 | 0.4 | 3.8 | -0.5 | -1.3 | 7.6
CCc1ccc(NC(=O)c2ccc(-c3ccccc3)s2)cc1 | -2.8 | x | -2.5 | 3.4 | -10.8 | 10.5 | -0.8 | -1.0 | -5.9
Cc1ccc(SC(C)C(=O)Nc2ccncc2)cc1 (configuration not stated) | -9.6 | -7.7 | 1.5 | 15.4 | -6.1 | -0.2 | 0.2 | 0.1 | -14.5
Nn1cnnc1SCC(=O)Nc1ccc2c(c1)OCO2 | 4.4 | 11.4 | -4.6 | 2.0 | -4.0 | -3.7 | -0.2 | 0.9 | 10.8
CCOC(=O)C1(Cc2ccc(O)cc2)NC(c2ccccc2F)C2C(=O)N(C)C(=O)C21 (configuration not stated) | -4.2 | 3.7 | 2.4 | 2.8 | -3.1 | -6.5 | -0.1 | 0.0 | 13.8
COc1ccc([N+](=O)[O-])cc1NC(=O)CCCOc1ccccc1 | -3.6 | 2.3 | -3.0 | 3.8 | -2.3 | -34.9 | -0.1 | 0.0 | -10.2
Cc1cccc(/C=C2\Sc3ccc(C(=O)NCC4CCCO4)cc3N(C)C2=O)c1 (configuration not stated) | 0.6 | -22.2 | 0.8 | 1.8 | 13.5 | 4.0 | -0.4 | 0.9 | -5.6
CCOc1ccc(-n2c(-c3ccc(Br)cc3)c[n+]3c2CCCCC3)cc1 | -3.9 | -14.0 | -0.4 | 3.1 | -16.3 | 11.8 | -0.9 | -0.6 | 8.8
CN=C1N[C@H](c2ccccc2)N(c2ccccc2)S1 | -3.5 | x | -0.4 | 1.3 | x | x | 2.6 | x | 10.2
Cc1cccc(NC(=O)CN2C(=O)CSc3ccc(S(=O)(=O)N4CCCC4)cc32)c1C | -0.4 | x | -6.5 | 0.5 | -8.2 | 1.0 | -0.1 | 0.0 | -6.4
CC(C)COc1ccccc1C(=O)NC(CO)C(=O)O (configuration not stated) | 0.8 | 42.8* | 8.5 | 1.1 | -6.1 | 6.8 | 0.6 | -0.6 | -4.6
O=C(CSc1nc2c(c(C(F)(F)F)n1)CCc1ccccc1-2)NCc1ccc(F)cc1 | -6.7 | 8.3 | 0.9 | -2.6 | -28.6 | 4.3 | 0.0 | 1.0 | 10.1
CN1C(C(=O)Nc2ccccn2)=C(O)c2ccccc2S1(=O)=O | -3.2&-1.6 | 1.1&8.2 | 14.2&-1.3 | 0.4&0.7 | 12.4 | 8.1&-5.1 | 1.2&0.0 | 1.5&0.4 | -13.2&4.8
COc1cccc(C(=O)NC2CCN(CC(=O)Nc3nccs3)CC2)c1 | -1.9 | -0.2 | 3.0 | 1.7 | -9.1 | -0.5 | 0.1 | -0.5 | -32.9*
O=C(Nc1ccc2c(c1)CCC2)c1cc(S(=O)(=O)N2CCN(c3ccccc3)CC2)ccc1Cl | -3.2 | 4.8 | -2.9 | 2.5 | -12.7 | -1.4 | 0.9 | 0.6 | -19.5
O=C(CSc1nc2c(sc3ccccc32)c(=O)n1CCCN1CCCC1)NCC1CCCO1 (configuration not stated) | 5.8 | 11.8 | -2.8 | 2.7 | 6.0 | 41.0* | -0.4 | 0.9 | -5.4
CCCc1cnc(NCCNCC(O)COc2ccc(Cl)c(Cl)c2)nc1 (configuration not stated) | 1.8 | -3.6 | 4.4 | 19.5 | -31.9 | -22.3 | 1.6 | 0.3 | 6.5
COc1ccccc1C(=O)NNC(=S)NC(=O)c1cccs1 | -0.7 | 11.5 | -3.0 | 1.2 | x | -2.8 | -2.3 | 0.2 | 4.5
CC(C)Cc1nnc(NC(=O)CCC(=O)Nc2ccccc2)s1 | 9.1 | x | -0.1 | 4.1 | -11.9 | x | 0.0 | x | 0.2
Cc1ccc(-c2cc(C(F)(F)F)c(C#N)c(SCCC#N)n2)o1 | -1.8 | 3.0 | -0.3 | 1.8 | -5.0 | 1.9 | 0.3 | 0.2 | -28.0
CCc1ccc2nc(NC(=O)Cn3cnc4ccccc4c3=O)sc2c1 | 2.5 | -5.1 | -3.0 | 1.8 | -7.1 | 5.0 | 0.4 | 0.6 | 1.5
Cc1ccccc1CN(C)CCc1ccccn1 | -7.1 | -9.8 | -5.8 | 2.2 | -3.7 | -4.8 | 0.0 | -0.2 | -7.7
CC(C)CNC(=O)c1cccc(NC(=O)C(C)C)c1 | -0.7 | -0.5 | 5.0 | 1.7 | 0.0 | 2.5 | -0.3 | 0.2 | 22.1
CCc1ccc(C2c3c(oc4ccc(F)cc4c3=O)C(=O)N2CCc2ccc(OC)cc2)cc1 (configuration not stated) | -3.4 | x | 3.1 | -0.7 | -6.6 | 2.4 | -0.1 | 0.2 | 8.5

Entries above containing a thiophene ring, fused or not:
SMILES | D1 PAM | D2 antagonist | TRHR PAM | D1 ag | RXFP1 antagonist | D2 potentiator | TRHR agonist | D2 agonist | D1 antagonist
Cc1ccc(OCCNS(=O)(=O)c2cccs2)cc1 | -0.7 | 5.9 | 15.8 | -0.3 | 12.3 | 16.5 | 0.1 | 0.1 | 10.0
CCc1ccc(NC(=O)c2ccc(-c3ccccc3)s2)cc1 | -2.8 | x | -2.5 | 3.4 | -10.8 | 10.5 | -0.8 | -1.0 | -5.9
O=C(CSc1nc2c(sc3ccccc32)c(=O)n1CCCN1CCCC1)NCC1CCCO1 (configuration not stated) | 5.8 | 11.8 | -2.8 | 2.7 | 6.0 | 41.0* | -0.4 | 0.9 | -5.4
COc1ccccc1C(=O)NNC(=S)NC(=O)c1cccs1 | -0.7 | 11.5 | -3.0 | 1.2 | x | -2.8 | -2.3 | 0.2 | 4.5

Later entries:
SMILES | D1 PAM | D2 antagonist | TRHR PAM | D1 ag | RXFP1 antagonist | D2 potentiator | TRHR agonist | D2 agonist | D1 antagonist
COc1ccccc1-c1cc(C(=O)Nc2sc3c(c2C#N)CCC(C)C3)c2ccccc2n1 (configuration not stated) | -1.7 | -15.0 | -3.4 | 0.3 | -3.3 | -10.9 | 0.5 | -0.1 | 3.4
CC1Cc2ccccc2N1C(=O)CCNS(=O)(=O)c1cccc2nsnc12 (configuration not stated) | -3.9 | -12.6 | 1.1 | 1.1 | -10.6 | 13.2 | -0.5 | 0.2 | 3.7
Nc1c2c(nc3c1CCC3)CCCC2 | -1.9 | 30.7* | -6.2 | 1.8 | 6.8 | -7.3 | 0.0 | 0.9 | 10.6
O=C(CN1CCC(Cc2ccccc2)CC1)NCCc1ccc(F)cc1 | -7.3 | -13.0 | 1.4 | 2.4 | -12.5 | -7.4 | -1.8 | -0.1 | 5.0
N#Cc1ccccc1S(=O)(=O)N1CCN(CC(=O)NC(=O)NC2CCCCC2)CC1 | -2.0 | -2.8 | -3.0 | 0.2 | -36.8 | 8.9 | 1.4 | -0.2 | 3.7
CCc1ccc(NS(=O)(=O)c2cc3c4c(c2)CCN4C(=O)CC3)cc1 | -2.6 | -4.3 | -2.5 | 2.8 | 0.5 | -0.1 | 0.2 | 0.0 | 1.7
COc1ccc(C2/C=C\CN(C(=O)Oc3ccc(C(F)(F)F)cc3)CC(=O)N2Cc2ccc(F)cc2)cc1 (configuration not stated) | -5.0 | 8.6 | -0.6 | 3.3 | x | 10.3 | 0.6 | 0.5 | 19.3
COc1ccccc1C(=O)NC(=S)/C=C1/N(C)c2ccccc2C1(C)C | -1.2 | -18.1 | -0.9 | 2.2 | -0.6 | -1.4 | 0.2 | 0.6 | 3.6
Cc1ccc(C)c(NC(=O)C2C3CCCC2C3c2ccccc2)c1 (configuration not stated) | 9.4 | x | -4.7 | 7.2 | 4.7 | x | 1.4 | x | -0.5
COc1ccc(NC(=O)c2cc3sccc3n2Cc2ccc(F)cc2)cc1OC | 3.2 | 15.9 | -4.7 | 1.8 | -7.3 | 8.2 | 0.2 | 1.4 | -12.8
Cc1nn(-c2ccc(N3CCCCC3)nn2)c(C)c1CCC(=O)NCc1ccccc1 | -3.1 | x | 0.9 | 0.1 | 1.0 | -14.0 | -0.6 | 0.2 | 19.7
COCCCNC(=S)NNC(=O)c1ccc(C(C)(C)C)cc1 | 0.5 | -4.2 | -2.5 | 2.4 | -3.5 | -6.8 | -1.7 | -0.4 | 9.2
CC(=O)Nc1ccc(S(=O)(=O)c2cc(O)ccc2O)cc1 | 4.2 | -3.7 | -0.4 | 1.0 | 9.2 | 8.9 | 1.2 | 0.2 | 2.5
CCCCN(C(=O)CCC(=O)OCC(=O)NCc1ccccc1)c1c(N)n(CCC)c(=O)[nH]c1=O | -1.2 | -4.4 | -3.8 | 0.6 | 1.8 | -3.9 | 0.7 | -2.1 | 0.2
CCOc1ccc(CNC(=O)c2cc3c(=O)oc4ccc(C)cc4c3s2)cc1 | 1.4 | x | -1.2 | 1.9 | x | -4.2 | -0.2 | -1.6 | 5.9
COc1ccc(C(=O)NC(=S)Nc2cccnc2)cc1Cl | -4.8 | -13.5 | 7.9 | 5.7 | -7.5 | 13.1 | -0.4 | -0.3 | -13.3
COc1ccc(-c2nc(SCC(=O)NCCCc3ccccc3)n[nH]2)cc1 | -2.8 | x | -5.6 | 0.3 | -19.9 | -5.6 | -0.5 | -0.2 | -16.1
O=C(COC(=O)CCc1ccccc1)NCc1ccccc1 | -2.5 | -3.3 | -0.4 | 1.2 | -1.5 | 2.7 | -1.1 | -0.2 | -0.1
O=c1[nH]c(=O)n(-c2cc(Br)c(O)c(Br)c2)cc1Br | 2.6 | -2.4 | 15.2 | 0.6 | 1.1 | -6.3 | 0.4 | 0.0 | -21.6
Clc1ccccc1-c1nnc(-c2ccccc2CNc2ccccc2)o1 | -0.3 | x | -8.3 | 0.8 | -6.2 | -1.1 | -0.2 | 0.0 | 9.4
Cc1cnc(C(=O)OCC(=O)NCc2cccc(Cl)c2)cn1 | -3.8 | -3.2 | 18.6 | 3.4 | 6.2 | 11.9 | 1.0 | 0.2 | -11.9
O=C(Nc1cccc(Cl)c1)c1cc(S(=O)(=O)N2CCCc3ccccc32)ccc1F | -2.6 | x | 8.0 | 1.8 | -18.9 | -15.1 | 1.0 | x | 5.5
CCC(=O)N1CCc2cc(CNS(=O)(=O)c3ccc(CC(C)C)cc3)ccc21 | -1.1 | x | 1.6 | 6.7 | 12.7 | 8.6 | -0.2 | 0.4 | -20.7
O=C1C2C(c3cccc(/C=C/c4ccccc4)c3)CC=CC2C(c2ccc3ccccc3c2)N1Cc1ccccc1 (configuration not stated) | -2.4 | x | -1.9 | 5.1 | x | x | 0.1 | x | -42.1*
COc1ccccc1C(=O)Nc1ccnn1C1CCN(Cc2cnn(C)c2C)CC1 | -0.2 | -31.4 | 3.7 | -0.5 | -12.1 | -19.2 | 0.2 | 0.0 | -14.3
CC1CC(C)CN(CCCNC(=O)Cn2ncc3c(=O)oc4ccccc4c32)C1 (configuration not stated) | x | 3.9 | 0.6 | 1.4 | 5.1 | -5.9 | 0.2 | 0.6 | 9.4
